From PubChem
TGFb inhibitor: qHTS for Inhibitors of TGF-b; AID 588855, 2011; HepG2 CAGA-GFP TGF-b/SMAD3 reporter, GFP fluorescence, 18 h; TGF-beta stimulated, 500 pg/mL final; Potency, µM (highest dose often 46.1 µM), for inactives: at the highest dose activity, negative = inhibition, actives largely listed as inhibitors; 410,000 compounds, 1.2% hits; further: potency means the concentration at half of the fitted maximal effect; on the % scale 0 is the no-effect control and ±100 the full control effect; nearly all actives have a fitted effect of over 65% in size
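HEPG2 CAGA-GFP cells (1000/well, DMEM with 1% FBS) were pre-incubated 2 h at 37 degrees C, given compound by pin tool, then stimulated with TGF-beta at 500 pg/mL final for 18 h before per-cell GFP fluorescence imaging.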
S2 tox: Viability Counterscreen for Primary qHTS for Inhibitors of ATXN expression; S2 cells (HEK-293 line with an ATXN2-luciferase reporter) viability, CellTiter-Fluor protease fluorescence, 24 h; Potency, µM (doses to about 56.7 µM), most hits filed as cytotoxic; 400,000 compounds, 0.49% hits; AID 651635, 2014; further: potency means the concentration at half of the fitted maximal effect; nearly all actives have a fitted effect of over 40% in size
Nrf2 inh: Nrf2 qHTS screen for inhibitors. A549 ARE-Fluc reporter, luciferase luminescence, 18-24 h. Potency, µM (doses to about 46 µM), for inactives: at the highest dose activity change, negative = inhibition, actives largely listed as inhibitors. 360,000 compounds, 2.1% hits. AID 504444, 2011; further: potency means the concentration at half of the fitted maximal effect; on the % scale 0 is the no-effect control and ±100 the full control effect; nearly all actives have a fitted effect of over 60% in size
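Nrf2 function is reported as luminescence of an ARE-controlled luciferase in A549 cells. Compounds were tested at several concentrations, and a CellTiter-Fluor read on the same wells flagged cytotoxicity.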
Nrf2 ARE act: qHTS of Nrf2 Activators; AREc32 ARE-luciferase reporter (MCF7-derived line), luminescence, 24 h; Potency, µM (doses to about 46.1 µM), for inactives: top-dose activation, hits mostly activators; 410,000 compounds, 0.31% hits; further: potency means the concentration at half of the fitted maximal effect; % of control where 0% means no effect; nearly all actives have a fitted effect of over 65% in size
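ARE activation measured as luciferase luminescence (Steady-Glo, 30 min RT) in AREc32_Fluc cells after 24 hr compound exposure at 37 deg C, 5% CO2; cells seeded overnight at 1000/well in OPTI-MEM, 5% FBS.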
HepG2 tox: qHTS for Inhibitors of TGF-b: Cytotox Counterscreen; 410,000 compounds, 0.76% hits; HepG2 CAGA-GFP viability, ATP luminescence, 18 h; Potency, µM (titrated, usually from 46.1 µM), without a hit: at the highest dose activity change, negative = cytotoxicity, most hits filed as cytotoxic; further: potency means the concentration at half of the fitted maximal effect; some results filed as inactive show a strong effect at the top dose
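CellTiter-Glo luminescence gave cytotoxicity after 18 hours at 37 degrees C. The cells were HepG2 CAGA-GFP in 1% FBS DMEM, stimulated with 500 pg/mL TGF-beta after compound addition. %Activity was normalised to no-cell wells (complete cell-killing) and DMSO (no toxicity), and curves were fitted and classified.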
A549 tox: Nrf2 qHTS screen for inhibitors: counterscreen for cytotoxicity; A549 ARE-Fluc cells, CellTiter-Fluor viability, 18-24 h; AID 504648, 2011; 390,000 compounds, 0.16% hits; Potency, µM (top dose mostly 46 µM), for the others: top-dose activity change, negative = cytotoxicity, usual class: inhibitors; further: potency means the concentration at half of the fitted maximal effect; on the % scale 0 is the no-effect control and ±100 the full control effect
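Cytotoxicity counterscreen: CellTiter-Fluor fluorescence was measured in A549 ARE_Fluc cells after 18-24 h of compound exposure in a concentration series. The subsequent BugLite luminescent read reports ARE-luciferase activity.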
Mm-Cpn inhibitor: Inhibitors of TCP-1 ring complex (TRiC) of Methanococcus maripaludis (MmCpn): qHTS; Chaperonin Mm-Cpn (Methanococcus maripaludis); 330,000 compounds, 0.031% hits; Potency, µM (doses to about 76.9 µM), inactives show at the top dose activity, negative = inhibition, most hits filed as inhibitors; purified Mm-Cpn ATPase, ADP Transcreener TR-FRET; further: potency means the concentration at half of the fitted maximal effect; on the % scale 0 is the no-effect control and ±100 the full control effect; nearly all actives have a fitted effect of over 80% in size
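TR-FRET (320 nm excitation; 590 and 665 nm emission) reports ADP made from 10 uM ATP by 25 nM enzyme; compounds were preincubated 10 min, reaction run 30 min, both at 37°C.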
Akt phos inh: HTS Assay for Inhibitors of Akt Phophorylation: Primary Screen; Neuro2A IGF-stimulated pAkt S473 HTRF, 20 min; hits give low values; activity change, % for hits at 50 µM; 360,000 compounds, 0.32% hits; in the data active means activity change below about -80%; inconclusive means mostly about -51% to -80%; further: on the % scale 0 is the no-effect control and ±100 the full control effect
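Single-point screen (50 µM final compound) in Neuro2A cells stimulated 20 min with 6 nM IGF at 37 deg C. After lysis, Ser473-phosphorylated Akt read by HTRF (ex 330 nm, em 615/665 nm) as the 665/615 ratio.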
CCT modulator: High-Throughput Screening for Modulators of Cytosolic Chaperonin Activity. purified chaperonin ATPase assay, HTRF ADP detection, 30 min. activity change, % (no concentration beside the values), hits read low. 360,000 compounds, 0.3% hits. AID 651819, 2012; in the data active means activity change below about -30%; further: on the % scale 0 is the no-effect control and ±100 the full control effect
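Enzyme 40 or 20 nM (batch-dependent) in Tris pH 7.4/KCl/MgCl2/DTT; cpd 76 uM single point; ATP 10 uM; 30 min 37 °C; Transcreener ADP HTRF detection, 30 min RT; ratio 665/615.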
* marks the source's active call; other numbers are inactive results; i = inactive; ? = inconclusive; . = no result given; [ ] = another dose, or the depositor's remark. Unless noted, the call rests on the fitted dose curve; in most records, active means well fitted curve in the direction sought with a large enough effect; inconclusive means small, poorly fitted or top-dose-only effect, or another doubt; inactive means no such curve, though single readings can be large; an effect the other way counts as inactive or inconclusive.

structure,Nrf2 inh,S2 tox,TGFb inhibitor,CCT modulator,HepG2 tox,Mm-Cpn inhibitor,A549 tox,Akt phos inh,Nrf2 ARE act
CCCCn1c(-c2nonc2NC(=O)c2ccccc2Cl)nc2ccccc21,?,?,-8.8%,-0.6,-1.1%,.,-2.5%,i,0.2%
O=S(=O)(NC1CCCC1)OCC(Cl)(Cl)Cl,-11.3%,i,6.5%,0.4,-66.5%,0.8%,6.6%,i,0.2%
O=C(Nc1ccccc1)C1CC(=O)N(C2CCCCC2)C1 (configuration not stated),19.8%,i,?,-12.0,-4.2%,3.0%,13.6%,i,0.4%
CN(C)CC1CCCCC1OC(=O)Cc1ccc(Cl)c([N+](=O)[O-])c1 (configuration not stated),0.9%,i,3.4%,-0.5,-9.5%,-1.3%,2.3%,i,15.2%
CN(C)C(=O)O/N=C(\N)COc1ccc(C(C)(C)C)cc1,?,?,?,-0.6,-98.2%,-3.7%,20.6µM*,i,-4.3%
CN1C2c3ccccc3C3C4c5ccccc5C(C31)C(C2[N+](=O)[O-])N4C (configuration not stated),-8.5%,i,-19.8%,-1.8,-3.3%,-2.7%,11.0%,i,-1.5%
COc1ccc(-c2nc(NC(=O)Cn3c(=O)oc4ccccc43)sc2C)cc1,18.4µM*,i,-11.4%,-1.9,-21.8%,0.7%,-17.3%,i,3.6%
COC(=O)C1=C(c2ccc(F)cc2OCc2ccccc2)C[C@@H]2CC[C@H]1N2C(=O)NCc1ccc(N(C)C)cc1,?,?,-7.8%,1.9,-1.6%,-0.2%,?,i,0.1%
CNC(=S)N1CC2CC(C1)c1cccc(=O)n1C2 (configuration not stated),-1.8%,i,-0.3%,2.2,-4.7%,0.2%,0.9%,i,0.0%
CNC(=O)COC(=O)c1ccc(-c2nc3ccccc3s2)s1,?,i,-0.7%,-4.5,-14.6%,-0.6%,4.9%,i,0.4%
CC(=O)OC1CCC2(C)C(CC(=O)C3C2CCC2(C)C(OC(C)=O)CCC32)C1 (configuration not stated),5.2%,i,1.7%,0.1,4.2%,.,-7.7%,i,0.3%
Cc1ccc(C(=O)COC(=O)c2cccc(NC(=O)c3ccc(Br)cc3)c2)cc1,?,?,1.8%,.,-16.9%,.,-7.0%,.,-1.1%
O=c1nc(/C=C/c2ccc(Cl)cc2Cl)cc(C(F)(F)F)[nH]1,?,i,15.8µM*,2.2,11.2µM*,-1.9%,-9.8%,i,?
O=Cc1c(C(=O)O)n(Cc2ccccc2F)c2ccccc12,-3.2%,i,13.8%,2.4,19.4%,0.2%,-15.6%,i,-0.5%
COc1ccc(NC(C)=O)cc1NC(=O)c1cccn(Cc2ccccc2)c1=O,.,i,-16.0%,.,-4.1%,.,-3.5%,.,4.2%
CN(C)CCN(CC1CCCN(Cc2ccccc2F)C1)C(=O)Cc1ccccc1F (configuration not stated),6.5%,i,-0.7%,-1.4,-19.2%,-2.1%,-17.3%,i,-1.0%
C=CCN1CCC2(C)c3cc(O)ccc3CC1C2C (configuration not stated),4.0%,i,5.0%,-2.1,-16.9%,.,6.7%,i,-0.2%
CC(=O)N1N=C2C3CCN(CC3)C2C1c1ccc(Br)cc1 (configuration not stated),5.5%,i,1.3%,0.4,0.0%,0.1%,?,i,0.1%
COC(=O)C(O)(c1ccc(NC(=O)c2cccs2)cc1)C(F)(F)F (configuration not stated),23.6%,i,-7.9%,-0.1,-22.8%,-0.1%,0.6%,i,5.9%
Cc1nnc2ccc(-c3cccc(C(F)(F)F)c3)nn12,-20.5%,i,4.5%,-3.0,-26.1%,.,0.4%,i,6.1%
C[C@]12CCC3C(CC[C@@H]4C[C@H](O)CC[C@]34C)C1CCC2=O (some centres not stated),-9.7%,i,-16.3%,0.6,-0.1%,-2.0%,3.4%,i,0.4%
CNc1ccc2oc(C[C@H]3O[C@@]4(CC[C@H]3C)O[C@H]([C@H](C)C(=O)c3ccc[nH]3)[C@H](C)C[C@H]4C)nc2c1C(=O)O,1.16µM*,7.08µM*,5.01µM*,-2.0,7.08µM*,-4.1%,3.66µM*,i,-2.8%
O=C(c1cc(Cl)cc(Cl)c1)N1Cc2ccccc2-n2nncc2C1,.,i,15.3%,0.8,16.2%,.,.,i,5.1%
CN1CCN(c2ccc(NC(=O)Oc3ccccc3)cc2)CC1,-14.6%,?,-4.2%,-2.6,0.7%,0.6%,-13.7%,i,-0.1%
CCCNC(=O)N1[C@H]2CC[C@@H]1C(C(=O)OC)=C(c1ccc3ccccc3c1)C2,-9.9%,i,-7.2%,0.0,-1.3%,-0.1%,4.5%,i,-0.6%
COc1ccccc1C(=O)Nc1ccc2c(c1)CC1(C(=O)N(C)C(=O)N(C)C1=O)C1CCCN21 (configuration not stated),6.3%,i,-5.6%,-2.7,-1.7%,-6.6%,1.0%,i,7.8%
Cc1c(Br)c(=O)oc2cc(OCC(=O)N3C[C@H]4C[C@@H](C3)c3cccc(=O)n3C4)ccc12,3.0%,i,-8.4%,1.0,-18.9%,-15.2%,-1.0%,i,3.9%
CC[C@@H](CO)C1CC2NC3CC4(c5ccccc5N(C)[C@@H]24)C(O)C31 (some centres not stated),-11.5%,i,14.9%,-0.5,6.6%,.,-1.7%,i,-0.8%
COc1ccc(-c2cnnn2-c2ccc(NC(=O)c3ccc(S(=O)(=O)N(C)C)cc3)cc2)cc1,.,.,33.7%[activator],.,-17.9%,.,-9.9%,.,0.0%
COc1ccc(OC)c(NP(=O)(Oc2ccccc2)Oc2ccccc2)c1,-12.4%,i,0.0%,1.3,-0.3%,-0.3%,-2.0%,i,0.4%
COc1cccc(-c2cc(C(=O)Nc3cnn(Cc4ccc(Cl)cc4Cl)c3)no2)c1,?,i,10.7%,.,0.8%,.,-11.1%,.,-0.4%
CCc1ccc(NC(=O)c2ccc(F)c(S(=O)(=O)N3CCC4(CC3)OCCO4)c2)cc1,.,.,?,.,-2.9%,.,-20.0%,.,-0.5%
Cc1cccc2c1=NC(=O)/C(=C/c1c(O)[nH]c(=O)[nH]c1=O)C=2,-4.9%,i,1.0%,-2.8,-5.3%,0.0%,0.9%,i,2.6%
CCOC(=O)Cn1cc(C(=O)c2ccccc2F)c2ccccc21,20.1%,?,2.7%,-1.6,-0.3%,-1.0%,-3.5%,i,-0.1%
CCOC(=O)c1c(C)n(Cc2ccccc2)c2ccc(O)cc12,4.6%,i,17.8µM*,1.7,6.6%,2.3%,-9.2%,i,14.0%
COC(=O)C(O)(c1cn(C)c2ccccc12)C(F)(F)F (configuration not stated),23.9%,i,?,1.5,-31.5%,2.4%,-0.5%,i,-0.3%
Cc1cc(=O)oc2cc(OCC(=O)N3CCN(Cc4ccccc4)CC3)ccc12,-7.6%,i,1.4%,2.0,-15.5%,0.1%,-5.8%,i,0.2%
CCC(C)n1c(O)c(/C=N/NC(=O)c2ccncc2)c(=O)[nH]c1=S (configuration not stated),6.2%,i,2.7%,-0.5,8.8%,0.7%,-10.8%,i,3.3%
C[C@]12CC[C@H](O)CC1=CCC1C2CC[C@@]2(C)C1CC[C@@H]2OCc1ccccc1 (some centres not stated),?,?,11.9%,-32.3*,-6.1%,-7.0%,-1.1%,i,-0.7%
N#Cc1cc2c(nc1SCC(=O)Nc1cc(Cl)ccc1Cl)C1CCN2CC1,-6.0%,?,?,0.0,-96.0%,-19.2%,?,i,2.3%
COC(=O)C1=C(c2ccc(S(C)(=O)=O)cc2)C[C@@H]2CC[C@H]1N2C(=O)N1CCOCC1,0.0%,i,-0.2%,-3.2,-3.4%,.,6.1%,i,1.8%
Cc1c(NS(=O)(=O)c2ccccc2)ccc([N+](=O)[O-])c1Cl,14.6µM*,?,11.2µM*,1.5,-24.6%,.,?,i,4.1%
CCOc1ccc(-n2c(O)c(N=Nc3ccc([N+](=O)[O-])cc3)c(=O)[nH]c2=O)cc1,-1.7%,i,-20.2%,0.8,-8.5%,-3.2%,-22.2%,i,?
S=c1[nH]nc(-c2ccn[nH]2)n1-c1ccccc1Cl,?,i,78.7%[activator],1.2,-9.7%,-0.1%,12.1%,i,2.3%
CC1CN(C)C(C)(C)CC1(O)c1ccccc1 (configuration not stated),3.0%,i,5.3%,-2.9,-2.1%,1.8%,?,i,0.3%
CN1CCN(Cc2nnc3n2-c2ccc(Cl)cc2C(c2ccccc2)=NC3)CC1,15.0%,i,-4.4%,0.8,-1.0%,3.2%,3.0%,i,0.1%
O=c1[nH]c(=S)n(-c2ccc(Cl)cc2)c(O)c1/C=N/N1CCOCC1,27.0%,i,7.1%,1.1,-11.4%,-0.8%,0.5%,i,-0.4%
CCOC(=O)[C@@]12C(=O)C(=O)N[C@]1(c1ccccc1)C1OCCCC12 (some centres not stated),2.4%,i,12.2%,-4.0,6.3%,0.8%,-6.5%,i,0.6%
COC(=O)C1=C(c2cccc(OC)c2OC)C[C@@H]2CC[C@H]1N2C,-1.3%,i,5.1%,-1.9,-8.1%,0.1%,-1.1%,i,0.5%
Cc1cc(OCC(=O)OC(C)(C)C)c2c3c(c(=O)oc2c1)CCC3,9.4%,i,7.2%,0.1,-11.1%,0.6%,11.7%,i,-0.3%

A portion of the library, so the mix of outcomes need not match the whole.
